L major viab = inhibitors of Leishmania major promastigote growth; Leishmania major promastigotes, resazurin fluorescence viability; inhibition, % at 10 µM; actives 9% (n = 200,000); in the data active means inhibition above about 50%;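 further: promastigotes grown with compound for 44 hours at 28 °C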
TR-FRET SRC-2 ct = TR-FRET artefact, counter-screen to PPARgamma/SRC-2 agonist assay | active compounds read high | TR-FRET ratio at 8 µM | actives 0.4% (n = 200,000) | AID 1049; in the data active means TR-FRET ratio above about 2000; further: inactives centre near 1500; reference of the scale not given here
HMGR II inh = blocks class II HMG-CoA reductase of Enterococcus faecalis; AID 1066; inhibition, % at 10 µM; purified E. faecalis HMGR, NADPH absorbance 340 nm kinetic; actives 0.41% (n = 190,000);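 active means inhibition above a set limit, the median over all tested compounds plus 3 SD, cut at about 9.5% in these data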;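 further: enzyme runs in reverse so mevalonate oxidation gives rising NADPH absorbance; 0% = complete reaction with DMSO and 100% = background rate lacking mevalonate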
bIAP inhibitor = intestinal alkaline phosphatase (bovine) inhibition. purified bovine IAP, CDP-star luminescence, 30 min. inhibition, % at 20 µM. 190,000 tested, under 10 active;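 active means over 50% inhibition of intestinal alkaline phosphatase at 20 µM in the single-dose screen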
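System: purified bovine intestinal alkaline phosphatase (IAP) enzyme; Input: IAP diluted 1/65,000,000 in the well; Measured by: CDP-star luminescence signal; Compound dosing: 20 µM single dose; Incubation: 30 min reaction at room temperature.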
RAM inhibit = blocks the yeast RAM network; inhibition, % at 50 µM; S. cerevisiae dse1pr::URA3 reporter, 5-FOA growth OD615, 2 d; analog-sensitive cbk1-as2 kinase mutant strain; actives 1.8% (n = 190,000); AID 868;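 active means inhibition above a set limit, 3 SD over mean compound inhibition, cut at about 8.4% in these data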;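 further: 0% = DMSO-only wells with no growth and 100% = 10 µM 1-NA-PP1 full growth; inhibition rescues growth on 5-FOA so higher OD means more RAM inhibition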
PPARg SRC-3 ag = agonists of human PPARgamma SRC-3 coactivator recruitment; activation, % at 8 µM; biochemical PPARgamma/SRC-3 coactivator recruitment assay; P37231; actives 0.26% (n = 200,000); in the data active means activation above about 23%;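 further: 0% = DMSO and 100% = reference agonist; some compounds past the cut are filed as inactive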
Target sequence (P37231 whole entry, looked up): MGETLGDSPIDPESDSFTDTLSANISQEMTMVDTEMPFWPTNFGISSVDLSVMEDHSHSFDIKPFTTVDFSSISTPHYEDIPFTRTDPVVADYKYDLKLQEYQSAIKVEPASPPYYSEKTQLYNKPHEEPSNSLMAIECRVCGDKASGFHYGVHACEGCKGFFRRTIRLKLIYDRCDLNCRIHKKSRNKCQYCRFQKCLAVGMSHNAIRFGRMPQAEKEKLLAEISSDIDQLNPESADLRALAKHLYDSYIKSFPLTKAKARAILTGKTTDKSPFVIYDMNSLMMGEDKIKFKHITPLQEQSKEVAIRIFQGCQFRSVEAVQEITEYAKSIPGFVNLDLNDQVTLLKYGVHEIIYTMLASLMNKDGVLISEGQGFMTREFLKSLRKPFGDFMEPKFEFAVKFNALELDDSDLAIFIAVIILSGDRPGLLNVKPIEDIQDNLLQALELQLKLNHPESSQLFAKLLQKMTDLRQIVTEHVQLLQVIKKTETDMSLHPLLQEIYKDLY
DTT redox prof = compounds producing H2O2 with reducing agent – biochemical, NIH compound library profiling, artefact control for MLSCN library redox annotation, primary screen | actives 0.03% (n = 200,000) | DTT-dependent redox cycling H2O2, phenol red/HRP absorbance; 100% = 100 µM peroxide control, 0% = buffer | activation, % at 10 µM;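 active means activation of at least 50% relative to the plate's high and low controls in the primary single-dose screen; inactive means activation below 50%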;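 further: compound incubated with DTT at 0.8 mM final as the reducing agent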
ROMK primary = modulators of human ROMK potassium channel | P48048 | Tet-inducible ROMK, thallium flux fluorescence; actives lie on both sides | B-score at 10 µM | actives 2% (n = 130,000) | AID 1918;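 active means signal ratio slope over the read window, or its plate-corrected B-score, at least 3 SD from the plate mean, either direction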;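 further: B-score of the F/F0 ratio slope over 7 to 12 s after thallium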
S1P3 antag = blocks the human S1P3 receptor. Q99500. actives 0.27% (n = 170,000). AID 485. CHO S1P3 NFAT-BLA reporter, FRET fluorescence, antagonist mode. inhibition, % at 4.98 µM;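 active means inhibition above the plate cutoff, the mean inhibition of test wells on that plate plus 3 SD, cut at about 28% in these data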;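 further: cells challenged with S1P at its EC80 of 0.8 µM; blue over green emission ratio from cleaved BLA substrate after 4 h stimulation; 0% = S1P-stimulated wells and 100% = unstimulated DMSO-only wells; some compounds past the cut are filed as inactive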
Target sequence (Q99500 whole entry, looked up): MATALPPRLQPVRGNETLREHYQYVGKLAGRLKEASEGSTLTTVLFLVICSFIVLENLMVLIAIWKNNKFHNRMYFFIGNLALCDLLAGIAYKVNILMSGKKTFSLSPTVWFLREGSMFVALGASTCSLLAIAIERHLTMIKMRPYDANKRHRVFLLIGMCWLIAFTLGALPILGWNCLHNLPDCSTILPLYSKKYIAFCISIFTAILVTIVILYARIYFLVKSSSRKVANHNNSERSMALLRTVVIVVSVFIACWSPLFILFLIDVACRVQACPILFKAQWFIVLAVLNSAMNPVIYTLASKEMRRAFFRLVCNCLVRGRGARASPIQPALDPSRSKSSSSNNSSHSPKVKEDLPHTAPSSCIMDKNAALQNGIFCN
PPARg SRC2 recr = promotes SRC-2 coactivator recruitment by human PPARgamma; P37231; PPARgamma LBD-SRC-2 recruitment, biochemical; activation, % at 8 µM; actives 0.34% (n = 200,000); in the data active means activation above about 22%;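 further: 0% = vehicle and 100% = reference agonist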
PPARg SRC-1 ag = agonists of human PPARgamma SRC-1 coactivator recruitment; actives 0.41% (n = 200,000); P37231; PPARgamma-SRC-1 coactivator recruitment biochemical assay; AID 631; activation, % at 8 µM; in the data active means activation above about 19%;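 further: 0% = DMSO and 100% = reference agonist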
Starred values were filed as active, the others as inactive; . = not tested or not shown.

SMILES	L major viab	TR-FRET SRC-2 ct	HMGR II inh	bIAP inhibitor	RAM inhibit	PPARg SRC-3 ag	DTT redox prof	ROMK primary	S1P3 antag	PPARg SRC2 recr	PPARg SRC-1 ag
CCOC(=O)N(NC(=O)C(O)(C(C)C)C(C)C)c1ccccc1	-0.7	1515	-1.6	2.8	0.9	0.4	-2.8	-1.37	-1.8	3.8	6.7
Cc1cc(C(=O)Nc2ccccc2)oc1C	55.5*	1625	4.4	-11.6	-0.9	-7.4	0.8	.	.	6.9	5.9
N/C(=N\OS(=O)(=O)c1ccccc1)c1ccncc1	1.4	1589	2.7	-4.4	1.5	8.2	2.5	.	.	3.5	2.8
CCCN(CCO)Cc1ccc(Cl)c(Cl)c1	12.7	1600	-3.4	15.1	0.6	-5.3	2.5	.	3.0	-0.5	7.0
COC(=O)C(NC(=O)C(C)Oc1ccccc1)C(C)C (centres undefined)	-4.2	1586	-5.4	10.1	0.2	-15.7	1.8	0.277	-7.0	8.6	3.8
COC(=O)Oc1c(Br)c(=O)oc2ccccc12	-3.5	1716	-3.1	.	1.1	16.8	1.3	.	-6.8	-2.5	0.6
Cc1ccc(O)c(NC(=O)c2ccco2)c1	-5.7	1471	-5.5	7.8	1.3	-15.9	2.1	1.03	-28.1	-6.2	-6.6
Nc1cccc(NC(=O)c2cccs2)c1	2.1	1618	3.2	12.1	0.9	7.1	-1.8	.	-5.9	6.6	-8.1
CC/C(=N/NC(=O)c1ccc(Br)cc1)c1ccc(OCCN2CCOCC2)cc1	-4.8	1483	-4.3	6.9	0.5	3.5	0.0	.	1.7	1.8	-9.1
COc1ccccc1CNC(=O)CN(C)CC(=O)Nc1cccc(F)c1	-2.7	1492	0.6	-10.8	1.2	-8.8	1.8	.	0.5	-5.7	6.4
CC(C)N1CCc2c(sc(NC(=O)c3ccc(S(=O)(=O)N4CCOCC4)cc3)c2C#N)C1	-7.2	1556	-6.0	2.1	1.6	-3.9	0.1	.	-6.0	3.5	2.1
CCCNC(=O)CC1C(=O)N(Cc2ccccc2)C(C)c2nc3ccccc3n21 (centres undefined)	-2.1	1592	-10.5	-3.5	0.9	8.7	0.0	-0.636	.	15.0	3.7
CCN(CC)C(=O)Cn1cnc2ccccc2c1=O	-0.9	1562	-3.6	-32.6	1.9	-4.0	0.6	-0.0493	16.5	2.0	-6.5
O=C(C1CCN(C2CC(=O)N(Cc3ccccc3)C2=O)CC1)N1CCCCCC1 (centres undefined)	86.8*	1542	-1.4	-1.2	-0.1	-5.1	1.4	-0.0495	4.3	11.8	3.9
CC(=O)N(Cc1cc2c(C)cc(C)cc2[nH]c1=O)C1CCCCC1	7.8	1386	-2.1	-6.6	-2.0	-4.5	2.1	-0.385	-9.6	-5.1	-4.1
O=C(Nc1nc(-c2ccccc2)ns1)c1cccs1	1.9	1558	-1.0	12.0	2.8	0.6	-0.9	.	-21.2	8.7	3.4
O=C(NC(=O)c1ccc(Cl)cc1)Nc1cc(N2CCCCC2)ncn1	-1.2	1728	.	.	.	7.7	-2.5	.	-0.7	5.5	0.5
COc1ccc(NC(=O)CSc2nnc(Cn3cnc([N+](=O)[O-])n3)n2C)cc1	-3.0	1369	-4.2	5.7	1.3	-2.9	-0.2	-0.381	0.7	1.1	0.8
COCCNC(=S)NC1CC2CCC(C1)N2Cc1ccccc1 (centres undefined)	14.8	1665	1.8	0.8	2.0	5.0	-0.2	-1.4	-13.1	0.7	13.0
CCOC(=O)c1c(C)[nH]c(C)c1C(=O)CSc1nc(N)cc(N)n1	-5.8	1529	-1.5	8.5	0.7	-3.5	0.3	0.448	-23.1	-5.4	-10.0
Cc1nnc(NCCc2ccccc2)n(N)c1=O	-3.7	1495	-6.1	2.9	-1.8	2.4	3.9	.	15.9	3.2	-0.6
COc1ccccc1OC(=O)c1ccc2nsnc2c1	-6.1	1466	4.2	14.0	0.3	3.5	1.6	.	18.7	6.5	5.0
Cn1c(CN2CCCCC2)nc2cc(NC(=O)c3ccc(Cl)cc3)ccc21	-2.0	1442	-2.6	-8.7	1.9	6.2	1.4	.	.	-2.4	4.2
Cc1c(N/C=C/C(=O)c2cccs2)c(=O)n(-c2ccccc2)n1C	1.6	1551	-6.8	7.7	4.0	6.0	2.0	0.535	-36.5	6.2	1.2
CCOC(=O)C1(Cc2cccc(F)c2)CCN(Cc2ccon2)CC1	15.7	1515	0.1	-12.2	0.1	2.4	0.4	0.28	-7.2	6.6	2.7

(continued)
SMILES	L major viab	TR-FRET SRC-2 ct	HMGR II inh	bIAP inhibitor	RAM inhibit	PPARg SRC-3 ag	DTT redox prof	ROMK primary	S1P3 antag	PPARg SRC2 recr	PPARg SRC-1 ag
COc1cccc(NC(=S)NNC(=O)c2c([N+](=O)[O-])c(C)nn2C)c1	-5.4	1698	7.6	-46.4	1.7	0.8	-3.8	.	.	2.4	6.3
COc1ccc(-c2cnc[nH]2)cc1	-1.2	1495	-0.1	-1.2	0.0	2.4	-0.1	0.474	-17.8	3.9	-1.7
Cc1ccc(-n2nc3c(c2NC(=O)c2ccc4c(c2)OCO4)CSC3)c(C)c1	8.3	1600	0.1	2.1	4.0	2.3	-0.3	.	.	4.8	-2.1
O=C(O)c1ccccc1NSc1ccccc1[N+](=O)[O-]	-1.0	1828	-2.1	-6.2	4.7	-0.1	-0.9	1.17	-28.4	4.6	2.1
CCC(C)C(NC(=O)C(N)CC(C)C)C(=O)NC(CCC(=O)OCc1ccccc1)C(N)=O (centres undefined)	-7.0	1581	-2.3	-2.2	-2.5	0.3	0.8	-1.06	.	-1.4	7.5
COc1ccccc1C1C=C(c2ccc(Cl)cc2)Nc2nc(N3C(=O)CCC3=O)nn21 (centres undefined)	0.4	1529	-2.0	-17.7	-0.1	-8.5	-0.3	-5.99*	3.2	-2.5	6.1
O=C(OCC(=O)N1CCN(C(=O)c2ccco2)CC1)c1cc(-c2ccc(F)cc2)nc2ccccc12	23.6	1510	0.3	-1.0	1.2	10.7	1.5	-0.511	-10.2	-4.8	9.2
CC(C)C(NC(=O)c1ccc(Cl)cc1)C(=O)NC1=NCCS1 (centres undefined)	-0.5	1482	-1.9	7.7	1.6	-10.7	0.2	-1.08	-7.0	4.1	-1.2
CN(C)C(=O)c1ccccc1Sc1ccc(Cl)cc1Cl	9.4	1465	-0.3	7.8	1.0	-7.2	0.2	-0.46	.	-1.3	1.3
O=C(O)c1cc(-c2ccc(/C=C3/SC(=S)N(Cc4ccccc4)C3=O)o2)ccc1Cl	3.8	1616	-0.5	34.9	9.4*	1.2	0.7	-4.02*	3.5	4.5	-2.0
Cc1nnc(SCC(=O)NCCN2C(=O)CSC2=O)n1-c1ccccc1	-6.3	1609	-13.9	5.3	1.0	1.7	-0.2	0.548	-12.6	-1.4	7.9
Cc1ccc(NC(=O)COC(=O)CCOc2ccccc2C)cc1	-2.2	1622	0.7	4.7	1.4	5.9	-1.9	-0.175	-14.1	0.1	-0.7
O=C(COC(=O)/C=C/c1ccc(F)cc1)Nc1cccc(S(=O)(=O)N2CCCC2)c1	17.4	1565	-11.1	8.1	3.6	1.7	-1.2	.	3.0	-1.9	-5.1
CCCCN(CC)CCNC(=O)CNC(=O)Cn1ccc2ccccc2c1=O	-8.3	1560	9.4	-5.3	-0.1	6.8	0.1	0.00579	-4.2	-3.4	7.7
CCCc1ccc(-c2cc(C(=O)NN3CCOCC3)c3ccccc3n2)cc1	2.3	1390	5.2	0.7	-1.1	0.2	3.4	.	.	-1.3	-1.9
Cc1cccc(C(=O)O/N=C2/CC3CCC2(C)C3(C)C)c1 (centres undefined)	-0.6	1553	11.1*	18.9	0.7	7.6	0.8	-0.263	.	7.4	-1.7
CCC(NC(=O)c1ccc([N+](=O)[O-])cc1[N+](=O)[O-])c1ccccc1 (centres undefined)	91.8*	1579	-2.0	30.2	2.9	5.9	-0.2	0.4	.	12.4	6.0
O=c1nc(/C=C/c2cc([N+](=O)[O-])ccc2Cl)cc(C(F)(F)F)[nH]1	20.1	1461	-0.4	-7.7	0.8	-2.8	0.2	-6.05*	.	-2.7	-4.1
CCN1CCN(c2cc(C)c3cc(NC(=S)N4CCN(c5ccc(F)cc5)CC4)ccc3n2)CC1	37.9	1570	-8.3	-14.7	1.4	3.1	-1.9	0.238	-2.0	3.1	0.6
Cc1cc(C(=O)COc2ccccc2C(N)=O)c(C)n1CC1CCCO1 (centres undefined)	-2.0	1567	-6.8	-21.9	1.6	2.0	-1.8	-1.26	18.1	5.0	8.7
CCCOc1ccc(-c2nc(N)n[nH]2)cc1	-4.3	1596	-6.0	6.2	0.3	5.0	-0.7	.	-13.5	-5.8	1.8
O=C(NCCOc1ccccc1)C1CCCCC1	3.1	1616	-3.3	-3.6	1.0	4.7	-1.0	-0.0386	16.9	3.3	11.2
CCOC(=O)c1c(CN2CCN(C)CC2)oc2ccc(OC)cc12	7.8	1723	-6.4	6.8	0.0	5.0	-0.4	.	-24.4	7.2	7.5
CCOCCn1c(N2CCN(c3ccccc3)CC2)nc2c1c(=O)[nH]c(=O)n2C	-0.4	1632	2.0	-16.9	3.4	4.4	0.0	1.67	3.8	11.0	10.4
Cc1cc(NC(=O)CSc2nc3ccccc3c(=O)n2CCCC(=O)NCc2ccccc2)n[nH]1	0.9	1448	-2.5	-27.8	4.5	8.6	0.2	.	.	0.6	5.8
CCCC(=O)N(CCc1ccccc1)Cc1nc2ccccc2c(=O)[nH]1	5.2	1494	-10.4	-2.7	1.1	5.5	0.9	-1.94	9.7	1.3	5.6
O=C(COC(=O)c1ccccc1C(=O)N1CCN(c2ccccc2)CC1)Nc1ccccc1	-5.5	1496	1.9	6.4	1.3	3.0	-0.5	-0.0353	6.8	0.6	-0.6
COc1ccc(C(=O)NC(CC(=O)O)c2cc([N+](=O)[O-])ccc2Cl)c(SC)c1 (centres undefined)	-8.0	1701	0.1	2.2	3.2	-0.8	-0.4	-0.254	-19.6	5.7	10.0
C=CCNc1nc(N(c2ccccc2)c2ccccc2)nc(-n2ccnc2)n1	54.8*	1359	-1.7	5.0	0.5	-12.4	2.8	0.3	31.6	0.3	1.6

Four entries from above, reformatted.
canonical_smiles,L major viab,TR-FRET SRC-2 ct,HMGR II inh,bIAP inhibitor,RAM inhibit,PPARg SRC-3 ag,DTT redox prof,ROMK primary,S1P3 antag,PPARg SRC2 recr,PPARg SRC-1 ag
CCOC(=O)c1c(CN2CCN(C)CC2)oc2ccc(OC)cc12,7.8,1723,-6.4,6.8,0.0,5.0,-0.4,.,-24.4,7.2,7.5
CCOCCn1c(N2CCN(c3ccccc3)CC2)nc2c1c(=O)[nH]c(=O)n2C,-0.4,1632,2.0,-16.9,3.4,4.4,0.0,1.67,3.8,11.0,10.4
Cc1cc(NC(=O)CSc2nc3ccccc3c(=O)n2CCCC(=O)NCc2ccccc2)n[nH]1,0.9,1448,-2.5,-27.8,4.5,8.6,0.2,.,.,0.6,5.8
CCCC(=O)N(CCc1ccccc1)Cc1nc2ccccc2c(=O)[nH]1,5.2,1494,-10.4,-2.7,1.1,5.5,0.9,-1.94,9.7,1.3,5.6

Screening results (PubChem)
